CBFb-RUNX1 inh = blocks binding between human CBF-beta and RUNX1. Q01196+Q13951. AID 1477. 230,000 tested, under 10 active. Potency, µM (titrated, usually from 59.8 µM), for the others: top-dose activity, negative = inhibition, usual class: inhibitors. AlphaScreen CBFb-His/RUNX1-biotin binding, biochemical; also: % of control where 0% means no effect
Target sequence (Q01196 whole entry, looked up): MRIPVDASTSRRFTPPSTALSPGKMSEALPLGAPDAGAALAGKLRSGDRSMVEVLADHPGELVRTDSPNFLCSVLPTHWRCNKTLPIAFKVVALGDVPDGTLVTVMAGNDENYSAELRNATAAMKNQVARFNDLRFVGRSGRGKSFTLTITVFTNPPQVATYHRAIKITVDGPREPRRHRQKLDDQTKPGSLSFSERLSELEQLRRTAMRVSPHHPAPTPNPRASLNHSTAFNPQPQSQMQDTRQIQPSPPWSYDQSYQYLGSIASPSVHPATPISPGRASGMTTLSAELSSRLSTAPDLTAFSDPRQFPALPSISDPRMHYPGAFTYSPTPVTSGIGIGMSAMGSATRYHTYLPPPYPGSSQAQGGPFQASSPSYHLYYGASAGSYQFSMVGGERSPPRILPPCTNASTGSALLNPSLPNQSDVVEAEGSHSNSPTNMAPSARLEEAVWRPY
Target sequence (Q13951 whole entry, looked up): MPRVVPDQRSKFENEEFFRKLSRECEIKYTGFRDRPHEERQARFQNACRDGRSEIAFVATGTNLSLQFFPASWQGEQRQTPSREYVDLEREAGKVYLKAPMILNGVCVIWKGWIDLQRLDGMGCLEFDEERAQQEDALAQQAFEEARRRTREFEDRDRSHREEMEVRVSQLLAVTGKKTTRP
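Read-out: AlphaScreen. Format: His-CBF-beta with biotinylated RUNX1 (30 nM each) preincubated 20 min, compound 15 min, Ni-chelate plus streptavidin beads 90 min; room temperature throughout.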
IMPase Li cell = IMPase inhibition in cells with lithium potentiation. CHO-M1 cells, IP1 TR-FRET (IP-One), carbachol + lithium. Potency, µM (top dose mostly 59.4 µM), inactives show top-dose activity, negative = IMPase inhibition, hits mostly inhibitors. hit rate 0.35% among 210,000. AID 1457;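 also: IP1 builds up when IMPase is blocked and the TR-FRET signal falls; potency is read from the fitted curve at half-maximal effect; plate controls were basal vehicle for no effect and high inhibitor control for full effect; nearly all actives have a fitted effect of over 50% in size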
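Readout is a homogeneous TR-FRET IP1 immunoassay (Ex 320, Em 665 and 620), where raised cytosolic IP1 lowers signal. Cells were CHO-M1 treated 30 min at 37C with test compounds plus a little lithium; AC50 values came from Hill-equation fitting.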
HTT ATP protect = cytoprotection in Huntington HTT-Q103 PC12 cell model; PC12 HTT-Q103 induced, cytoprotection, ATP luminescence, 40 h; Potency, µM (highest dose often 56.4 µM), for the others: cytoprotection (ATP increase), actives largely listed as activators; hit rate 0.14% among 230,000; AID 1471;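 also: potency is read from the fitted curve at half-maximal effect; % of control where 0% means no effect; nearly all actives have a fitted effect of over 45% in size; toxic huntingtin expression switched on by the ecdysone agonist tebufenozide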
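PC12 cells with ecdysone-inducible HTT exon 1 Q103-GFP, induced with 100 nM tebufenozide and co-treated with library compounds in a dose series (1536-well, 1500 cells/well). Cytoprotection read as ATP content by ATPlite luminescence.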
Luc counter = Kinase-Glo luciferase inhibition (counter-screen); AID 1379; Q27757; Potency, µM (titrated, usually from 38.3 µM), for inactives: at the highest dose activity change, negative = inhibition, most hits filed as inhibitors; Kinase-Glo luciferase, ATP luminescence, 8 min; hit rate 0.28% among 200,000; also: potency is read from the fitted curve at half-maximal effect; % is scaled to controls: 0 for no effect and ±100 for the full control effect; nearly all actives have a fitted effect of over 60% in size
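Kinase-Glo luciferase light output from ATP and luciferin was measured with 10 uM ATP, within the enzyme's linear range. Buffer: 50 mM imidazole pH 7.2, 50 mM KCl, 7 mM MgCl2, 0.01% Tween 20, 0.05% BSA; luminescence read after 8 min at ambient temperature.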
Lamin A splicing = LMNA splicing modulation; AID 1487; hit rate 0.01% among 200,000; Potency, µM (titrated, usually from 46.1 µM), for the others: top-dose ratio change, negative = inhibition, hits mostly inhibitors; HeLa LMNA splicing GFP/RFP minigene ratio, 48 h; active = well fitted inhibition curve with a large enough effect in the signal ratio, with a control signal flat, not every such curve was filed as active; inconclusive = small, poorly fitted or top-dose-only effect, or effect the other way, or a change in a side signal; the % refers to the signal ratio; also: potency is read from the fitted curve at half-maximal effect; % is scaled to controls: 0 for no effect and ±100 for the full control effect
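S3 HeLa cells stably expressing lamin A-EGFP splicing minigene plus DsRed2, 600 cells/well, 48 h compound exposure at 37C. Laser-scanning cytometry; analysed as GFP (500-530 nm)/RFP (575-640 nm) total intensity ratio; 0.5% DMSO vehicle.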
SMN2 splice enh = SMN2 splice variant enhancement; HEK293 SMN2-luciferase splicing reporter, luminescence, 30-36 h; Potency, µM (top dose mostly 46.1 µM), for the others: at the top dose activity change, positive = activation, usual class: activators; hit rate 2.8% among 210,000; also: potency is read from the fitted curve at half-maximal effect; % of control where 0% means no effect; nearly all actives have a fitted effect of over 55% in size
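HEK293 cells carry an SMN2 minigene-luciferase reporter in which exon 7 inclusion puts luciferase in frame. Cells were seeded at 2000 cells/well, attached for 10-12 hours, then exposed to compounds for 30-36 hours at 37C before ONE-Glo luminescence.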
HTT aggregate = reduces HttQ103-GFP aggregates in PC12 cells | PC12 HttQ103-GFP aggregates, Acumen cytometry, 40 h | Potency, µM (top dose mostly 46.1 µM), without a hit: top-dose activity change, negative = inhibition, hits mostly inhibitors | hit rate 1.1% among 220,000 | AID 1688; also: potency is read from the fitted curve at half-maximal effect; % is scaled to controls: 0 for no effect and ±100 for the full control effect; nearly all actives have a fitted effect of over 60% in size
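Aggregate formation scored by laser-scanning cytometer (488 excitation, 500–530 emission) in lysed PC12 cells expressing Q103-GFP after 100 nM tebufenozide induction; library tested in dose series, with ATPLite reagent added in the multiplex.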
* = called active by the depositor; ? = inconclusive; nt = no result given; & = joins results of further samples; [ ] = another dose, or the depositor's remark. Unless noted, calls follow the shape of the dose curve; as a rule, active = well fitted curve in the direction sought with a large enough effect; inconclusive = small, poorly fitted or top-dose-only effect, or another doubt; inactive = no such curve, though single readings can be large; an effect the other way counts as inactive or inconclusive.

SMILES | CBFb-RUNX1 inh | IMPase Li cell | HTT ATP protect | Luc counter | Lamin A splicing | SMN2 splice enh | HTT aggregate
CNC(=S)Nc1ccccc1-c1ccccc1 | 3% | 3% | 36%[10 µM] | -3% | 3% | 7% | 26%
CN(C)[C@H]1N(C(=O)c2ccc(Br)cc2)N=C2c3ccccc3S(=O)(=O)N21 | 2% | 16%[38.3 µM] | 1% | -1% | 1% | 0% | -17%
O=C(C1CC(=O)N(C2CCCC2)C1)N1CCN(c2ccccc2F)CC1 (configuration not stated) | -1% | -3%[38.3 µM] | 7% | -1% | 6% | -14% | 2%
CC(C)CCN(CCC(C)C)CC(O)Cn1c2ccccc2c(=O)c2ccccc21 (configuration not stated) | 10% | nt | 8%[10 µM] | nt | nt | nt | 8%[9.22 µM]
COc1ccc(C2C(C(=O)c3ccccc3)N3c4ccccc4C=CC3C2[N+](=O)[O-])cc1 (configuration not stated) | -29% | 13% | -70%[inhibitor] | -17% | nt | 7% | 18µM*
COc1cccc2sc(NNC(=O)C3=COCCO3)nc12 | -1% | -4% | -18% | 0% | -17%[46 µM] | 26% | -2%
O=C(OC1C2CCC1C1CN(CCc3ccccc3)CC12)c1ccccc1 (configuration not stated) | 3% | 16% | nt | -5% | ? | -22% | 26%
CC1(C)Cc2c(c(-c3ccccc3)nc3sc4c(=O)[nH]c(=S)[nH]c4c23)CO1 | 6% | nt | 14%[10 µM] | nt | nt | nt | -14%[9.22 µM]
C1=C(CCNc2ncnc3nc[nH]c23)CCCC1 | 0% | 8% | -17% | -1% | ? | -25% | ?
CCCCC[C@H](O)/C=C/[C@H]1OC(O)C[C@H](O)[C@@H]1C/C=C\CCCC(=O)O (some centres not stated) | -5% | 14% | 25% | 3% | nt | 12% | nt
CC(C)Cc1nnc(NC(=O)c2ccncc2)s1 | 4% | 9%[38.3 µM] | -5% | -1% | 4% | -11% | -6%
O=C(c1ccc2c(c1)OCO2)N1CCCCC1 | 24% | 28% | -11% | 2% | nt | nt | nt
CC1CCCCN1CCn1c(=S)[nH]c2ncccc2c1=O (configuration not stated) | 5% | -5%[38.3 µM] | 10% | -4% | 1% | 1% | 4%
CS(=O)(=O)c1ccc2nc(N)sc2c1 | 8% | -4%[38.3 µM] | -5% | -10% | 6% | 26% | -4%
Cc1ccccc1NC(=O)c1cc(S(=O)(=O)c2ccccc2)ccc1Cl | 6% | 36%[38.3 µM] | 11% | -2% | ? | 4% | -17%

Shown with values under each structure: 3 of the compounds above.
Value order: CBFb-RUNX1 inh, IMPase Li cell, HTT ATP protect, Luc counter, Lamin A splicing, SMN2 splice enh, HTT aggregate
CC1(C)Cc2c(c(-c3ccccc3)nc3sc4c(=O)[nH]c(=S)[nH]c4c23)CO1
  6%, nt, 14%[10 µM], nt, nt, nt, -14%[9.22 µM]
CS(=O)(=O)c1ccc2nc(N)sc2c1
  8%, -4%[38.3 µM], -5%, -10%, 6%, 26%, -4%
O=C(c1ccc2c(c1)OCO2)N1CCCCC1
  24%, 28%, -11%, 2%, nt, nt, nt

Sorted by value in HTT aggregate (rising): seven from the list above.
Structure,CBFb-RUNX1 inh,IMPase Li cell,Lamin A splicing,HTT aggregate
Cc1ccccc1NC(=O)c1cc(S(=O)(=O)c2ccccc2)ccc1Cl,6%,36%[38.3 µM],?,-17%
CC(C)Cc1nnc(NC(=O)c2ccncc2)s1,4%,9%[38.3 µM],4%,-6%
CS(=O)(=O)c1ccc2nc(N)sc2c1,8%,-4%[38.3 µM],6%,-4%
COc1cccc2sc(NNC(=O)C3=COCCO3)nc12,-1%,-4%,-17%[46 µM],-2%
O=C(C1CC(=O)N(C2CCCC2)C1)N1CCN(c2ccccc2F)CC1 (configuration not stated),-1%,-3%[38.3 µM],6%,2%
CC1CCCCN1CCn1c(=S)[nH]c2ncccc2c1=O (configuration not stated),5%,-5%[38.3 µM],1%,4%
CNC(=S)Nc1ccccc1-c1ccccc1,3%,3%,3%,26%

(further entries)
SMILES | CBFb-RUNX1 inh | IMPase Li cell | HTT ATP protect | Luc counter | Lamin A splicing | SMN2 splice enh | HTT aggregate
O=C(O)C1CCN1C1CCCCC1 (configuration not stated) | 2% | -12%[38.3 µM] | 7% | -5% | 6% | -11% | -5%
Cc1ccc(C(=O)NCC(=O)O)s1 | -7% | 0% | -41% | 3% | 1%[46 µM] | 6% | 23%
CC(C)(Oc1ccc(CCNC(=O)c2ccc(Cl)cc2)cc1)C(=O)O | 13% | -6%&-2%&-10%&5%&-5% | -77%[inhibitor] | 1% | ? | -28% | 17%
CCC(C)c1ccc(NC(=S)Nc2ccc(OC)cc2C)cc1 (configuration not stated) | 16% | -3% | 25%[10 µM] | -4% | -21% | -84%[inhibitor] | -6%
CCOc1ccc(C=Nc2cccc3ncccc23)cc1 | -2% | 22% | 5% | -1% | nt | -2% | -19%
CCOC(=O)C(C)Sc1nnc(Cc2cc(=O)[nH]c(=O)[nH]2)n1-c1ccc(Cl)cc1 (configuration not stated) | -4% | 4% | -1% | 0% | 1% | 10% | -24%
O=C(N/N=C/c1ccccc1)c1n[nH]c2c1CCCC2 | -2% | 9% | 5%[10 µM] | -22% | ? | 5µM* | 9%
C=CCNC(=S)Nc1cc(Cl)ccc1OC | -1% | -7% | 19%[10 µM] | 2% | -8% | 9% | -1%
COc1cc(/C=N/NC(=O)c2cc(-c3ccco3)nc3ccccc23)cc(OC)c1O | -12% | nt | -1%[10 µM] | nt | -8%[46 µM] | nt | -8%[9.22 µM]
COc1cc(/C=C/C(=O)OCC(=O)N2CCN(C(=O)c3ccco3)CC2)ccc1O | 5% | -3% | 33%[10 µM] | 3% | -3% | 25% | 0%
COc1ccc(CCNC(=O)c2cc(-c3ccccc3OC)on2)cc1OC | -2% | -5%[38.3 µM] | -25% | 9% | ? | -29% | -16%
CCOc1ccc(NC(=O)CSc2nnc(CCNC(=O)c3ccc(OC)cc3)n2C)cc1 | 3% | -1%[38.3 µM] | -4% | -2% | 12% | -3% | -7%
Cc1ccc(OCC(=O)Nc2ccccc2Sc2ccc(Cl)cc2)c([N+](=O)[O-])n1 | -13% | nt | 2%[10 µM] | nt | -11% | nt | 3%
CC(CN1CCN(c2ccccc2)CC1)c1ccccc1 (configuration not stated) | 1% | nt | -58%[inhibitor] | nt | 1% | nt | 8%
O=C1C2=C(C(c3ccccc3)=NCCN2)C(c2cccc([N+](=O)[O-])c2)N1c1ccccc1 (configuration not stated) | 15% | 18% | -11% | -1% | -21%[46 µM] | -1% | 6%
COC(=O)COc1cccc(NS(=O)(=O)c2cccc([N+](=O)[O-])c2)c1 | -9% | 3% | -16% | 0% | nt | 4% | 21%
C/C(=N\NC(=S)Nc1cc(S(=O)(=O)N2CCOCC2)ccc1Cl)c1ccc(N2CCOCC2)cc1 | -30% | nt | 8%[10 µM] | nt | 5%[46 µM] | nt | -1%[9.22 µM]
O=C1Nc2ccc(Cl)cc2C(=O)C1(F)c1ccccc1 (configuration not stated) | 6% | nt | 15%[10 µM] | nt | nt | nt | -5%[9.22 µM]
O=C(NCCCn1ccnc1)C(=O)NCC1OCCCN1S(=O)(=O)c1ccccc1 (configuration not stated) | ? | 8% | -3%[10 µM] | -2% | 2% | 3% | 2%

An unsorted share of the library, and some 4% of all compounds hit somewhere here.
